Pol kappa inh = blocks human DNA polymerase kappa activity; 400,000 tested, 0.53% active; purified Pol kappa, fluorescent DNA synthesis assay, 10 min; Potency, µM (titrated, usually from 107 µM), for inactives: top-dose activity, negative = inhibition, most hits filed as inhibitors; Q9UBT6; note: % is set by controls: 0 for no effect and ±100 for the full control effect
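Enzyme at 10 nM met test compounds for 15 min at room temperature. Substrate addition (50 nM final) began the reaction, which was monitored by fluorescence at 0 and 10 min.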
POLI inh = inhibitors of human DNA polymerase iota | Q9UNA4 | Pol iota fluorescent replication assay, 10 min | Potency, µM (series often up to 115 µM), for inactives: top-dose activity, negative = inhibition, most hits filed as inhibitors | 390,000 tested, 1% active
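Fluorescent replication assay read twice, at 0 min and 10 min after adding 50 nM (final) substrate. Enzyme (10 nM) and compounds were first incubated 15 min at room temperature; enzyme-free buffer wells were negative controls.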
G9a block = blocks human histone lysine methyltransferase G9a | Q96KQ7 | G9a H3K9 monomethylation, AlphaScreen, 2 h | Potency, µM (series often up to 102 µM), for the others: at the top dose activity, negative = inhibition, usual class: inhibitors | 350,000 tested, 8.8% active; note: % is set by controls: 0 for no effect and ±100 for the full control effect; nearly all actives have a fitted effect of over 75% in size
Target sequence (Q96KQ7 913-1193 limits assumed): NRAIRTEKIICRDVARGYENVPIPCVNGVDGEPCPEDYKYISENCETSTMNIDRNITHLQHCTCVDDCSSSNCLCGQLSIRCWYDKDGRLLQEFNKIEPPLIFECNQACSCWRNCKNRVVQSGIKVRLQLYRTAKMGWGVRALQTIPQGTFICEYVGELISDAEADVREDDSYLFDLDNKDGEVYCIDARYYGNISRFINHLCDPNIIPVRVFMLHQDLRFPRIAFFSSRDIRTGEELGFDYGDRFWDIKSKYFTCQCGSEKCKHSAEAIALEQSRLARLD
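G9a (20 nM) preincubated 15 min RT with compounds, then 500 nM biotinylated H3K9 peptide and 20 uM SAM added; 2 h RT reaction. Monomethyl-H3K9 product detected by AlphaScreen with anti-H3K9me1 antibody, streptavidin donor and anti-rabbit IgG acceptor beads.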
BAZ2B inh = inhibitors of human BAZ2B bromodomain | 360,000 tested, 4.4% active | Q9UIF8 | AlphaScreen BAZ2B-H3K14Ac peptide displacement | Potency, µM (top dose mostly 114 µM), inactives show at the highest dose activity change, negative = inhibition, usual class: inhibitors; note: % is set by controls: 0 for no effect and ±100 for the full control effect; nearly all actives have a fitted effect of over 60% in size
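BAZ2B 50 nM plus b-H3(5-23)K14Ac 50 nM, PBS pH 7.4/0.01% Tween-20, 30 min RT; compound added (max 110 uM), 30 min RT; streptavidin donor/Ni-chelate acceptor beads 10 ug/mL final, 20 min dark; AlphaScreen read.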
APEX1 inh = APE1 (human) endonuclease inhibition. 350,000 tested, 0.35% active. recombinant APE1, TAMRA/BHQ-2 abasic DNA cleavage fluorescence. Potency, µM (top dose mostly 65.8 µM), for the others: at the highest dose activity change, negative = inhibition, actives largely listed as inhibitors;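 note: plate controls were vehicle for no effect and reference inhibitor for full effect; nearly all actives have a fitted effect of over 55% in size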
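Endonuclease cleavage of a quenched abasic-site DNA duplex (50 nM) by APE1 (0.75 nM) was tracked by TAMRA dequenching. Compounds were preincubated with enzyme 15 min at room temperature; data normalized to buffer-only and DMSO wells plus NSC13755 control.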
Pol beta inh = blocks human DNA polymerase beta activity | P06746 | Pol beta primer extension/strand displacement, fluorescence kinetic | Potency, µM (series often up to 114 µM), for inactives: top-dose activity change, negative = inhibition, usual class: inhibitors | 340,000 tested, 1.3% active | AID 485314; note: % is set by controls: 0 for no effect and ±100 for the full control effect
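Kinetic readout of DNA synthesis with strand displacement by Pol beta. Compound and 10 nM enzyme sit 15 min at room temperature; 50 nM substrate starts the reaction, read immediately and at 10 min.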
Anesthetic bind = candidate novel general anesthetic via apoferritin binding; apoferritin/1-aminoanthracene competitive binding, fluorescence; AID 485281; Potency, µM (highest dose often 77.5 µM), for the others: at the top dose activity change, negative = displacement, actives largely listed as inhibitors; P02791; 350,000 tested, 0.074% active; note: % is set by controls: 0 for no effect and ±100 for the full control effect; nearly all actives have a fitted effect of over 20% in size
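10 uM apoferritin + 50% sat. 1-AMA, PBS; cpd 10 min RT; Ex380/Em535 endpoint; normalized to free probe vs complex; 4-param Hill fit; propofol titration as pos. ctrl.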
Pol eta inh = blocks human DNA polymerase eta activity. Q9Y253. recombinant Pol eta, fluorescent DNA replication assay. Potency, µM (titrated, usually from 114 µM), for inactives: at the top dose activity change, negative = inhibition, most hits filed as inhibitors. 390,000 tested, 1.2% active. AID 588591; note: % is set by controls: 0 for no effect and ±100 for the full control effect
Target sequence (Q9Y253 whole entry, looked up): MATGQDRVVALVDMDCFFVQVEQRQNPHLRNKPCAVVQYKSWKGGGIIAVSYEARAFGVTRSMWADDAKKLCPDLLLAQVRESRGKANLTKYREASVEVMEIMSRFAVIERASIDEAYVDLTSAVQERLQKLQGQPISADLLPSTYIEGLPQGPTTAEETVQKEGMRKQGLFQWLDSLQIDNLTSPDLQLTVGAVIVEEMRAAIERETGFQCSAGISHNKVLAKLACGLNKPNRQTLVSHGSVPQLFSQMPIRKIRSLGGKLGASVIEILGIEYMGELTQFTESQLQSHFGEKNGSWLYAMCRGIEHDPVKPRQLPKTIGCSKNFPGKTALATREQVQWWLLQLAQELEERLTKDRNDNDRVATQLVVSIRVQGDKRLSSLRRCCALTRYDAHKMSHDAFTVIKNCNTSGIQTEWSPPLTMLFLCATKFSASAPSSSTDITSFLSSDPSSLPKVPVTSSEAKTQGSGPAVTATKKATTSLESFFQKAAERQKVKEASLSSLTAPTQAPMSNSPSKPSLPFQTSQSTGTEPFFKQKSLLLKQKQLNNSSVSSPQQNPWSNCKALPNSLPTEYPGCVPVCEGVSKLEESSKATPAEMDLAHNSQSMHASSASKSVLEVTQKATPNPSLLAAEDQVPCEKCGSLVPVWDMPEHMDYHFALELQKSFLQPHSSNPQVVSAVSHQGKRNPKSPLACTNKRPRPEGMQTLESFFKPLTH
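Pol eta (10 nM) was preincubated with compounds for 15 min at room temperature, after which fluorescent replication substrate (50 nM final) was added to start the reaction. Fluorescence was read kinetically at 0 and 10 min.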
BLM inh = inhibitors of human Bloom syndrome helicase BLM; AID 2528; P54132; Potency, µM (titrated, usually from 56.1 µM), for inactives: at the top dose activity change, negative = inhibition, usual class: inhibitors; recombinant BLM DNA unwinding, fluorescence dequenching; 350,000 tested, 0.2% active;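 note: plate controls were vehicle for no effect and no enzyme for full effect; nearly all actives have a fitted effect of over 35% in size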
* hit, by the source's call; ? = inconclusive; / = no result given; ! = not active in a repeat; [ ] = another dose, or the depositor's remark. Calls come from the whole dose curve; as a rule, active = well fitted curve in the direction sought with a large enough effect; inconclusive = small, poorly fitted or top-dose-only effect, or another doubt; inactive = no such curve, though single readings can be large; an effect the other way counts as inactive or inconclusive. Potency is the fitted concentration of half-maximal effect.

smiles | Pol kappa inh | POLI inh | G9a block | BAZ2B inh | APEX1 inh | Pol beta inh | Anesthetic bind | Pol eta inh | BLM inh
O=C1c2ccccc2C(Nc2ccccc2)N1c1cccnc1 (stereo not drawn) | -10.5% | -9.8% | 13.4% | -2.5% | 1.9% | 5.8% | -11.1% | -11.0% | 0.3%
Cc1cc(C(=O)N2CCCC(N3CCN(c4cccc(Cl)c4)CC3)C2)nc(C)n1 (stereo not drawn) | 0.1% | 40.0%[activator] | 35.4% | -10.6% | 15.2% | 35.2% | -5.0% | -25.3% | -7.2%
COc1ccc(N2CCN(c3nc4ccccn4c(=O)c3C=O)CC2)cc1 | -17.1% | 10.5% | -10.6%[59 µM] | -13.1% | 6.4% | 1.0% | 3.5% | -10.1% | 0.7%
O=C(NC12CC3CC(CC(C3)C1)C2)c1cncc(Br)c1 | -2.3% | 30.9%[activator] | -10.0% | 2.5% | 3.9% | 1.8% | -10.8% | -2.9% | 0.0%
COc1ccc(N2CCN(C(=O)c3ccc4nc(N5CCCCC5)sc4c3)CC2)cc1 | 4.8% | 8.1% | 8.91µM* | 39.8µM* | -7.3% | -4.2% | 5.5% | -22.3% | -0.5%
Cc1cc(C)nc(N(C#N)S(=O)(=O)c2ccc(Br)cc2)n1 | / | / | -33.2%[59 µM] | ? | 3.8% | 5.1% | -7.1% | / | -7.1%
COc1ccccc1NC(=O)COc1cccnc1[N+](=O)[O-] | 3.2% | -19.9% | / | / | 2.5% | / | / | -13.7% | /
CCOc1ccc(S(=O)(=O)N2CCN(C(=O)c3ccc(C)c(S(=O)(=O)N4CCOCC4)c3)CC2)cc1 | -1.9% | 0.9% | / | / | -19.1% | / | / | -21.9% | /
CCC(=O)N1CCN(c2ccc(Cl)cc2NC(=O)c2cccc([N+](=O)[O-])c2)CC1 | 1.8% | 36.6%[activator] | 3.4% | -6.5% | -15.2% | 1.9% | -5.6% | -22.0% | 0.0%
COc1ccc(F)c(-c2nc(CN3CCC(c4ccccc4)CC3)c(C)o2)c1 | -7.8% | 38.0%[activator] | ? | ? | -1.7% | -17.7% | ? | -6.7% | 3.7%
COc1ccc(/C=N/NC(=O)c2ccc(O)cc2)cc1CN1CCCc2ccccc21 | -6.3% | -2.0% | -20.2%[59 µM] | ? | 3.8% | ? | ? | -10.8% | -10.7%
CC(C)n1c(NCc2cccs2)nc2ccccc21 | -4.0% | 34.8% | 2.6%[59 µM] | 1.4% | 3.2% | 4.4% | -3.6% | -13.2% | -1.8%
COc1ccc(C)cc1NC(=O)Cn1c(=O)oc2cc(S(=O)(=O)NCc3ccccc3)ccc21 | -19.5%[60.1 µM] | 14.6% | -5.5%[59 µM] | -3.7% | / | 0.3% | 5.7% | -9.5% | 4.1%
Cc1ccc(CSC(Nc2ccc(F)cc2)=C(C#N)C#N)cc1 | -17.4% | -15.1% | 7.7%[59 µM] | -37.4% | -10.2% | 1.2% | -10.2% | -22.4% | -5.0%
FC(F)Oc1ccc(NC(=S)NCC2COc3ccccc3O2)cc1 (stereo not drawn) | -5.2%[60.1 µM] | 21.3% | 4.0%[59 µM] | -17.6% | 3.1% | 0.5% | -20.1% | ? | -4.1%

Profiles as entered above. Screens in order: Pol kappa inh | POLI inh | G9a block | BAZ2B inh | APEX1 inh | Pol beta inh | Anesthetic bind | Pol eta inh | BLM inh
COc1ccc(N2CCN(c3nc4ccccn4c(=O)c3C=O)CC2)cc1 in the list: -17.1% | 10.5% | -10.6%[59 µM] | -13.1% | 6.4% | 1.0% | 3.5% | -10.1% | 0.7%
Cc1cc(C)nc(N(C#N)S(=O)(=O)c2ccc(Br)cc2)n1 in the list: / | / | -33.2%[59 µM] | ? | 3.8% | 5.1% | -7.1% | / | -7.1%

(further entries)
smiles | Pol kappa inh | POLI inh | G9a block | BAZ2B inh | APEX1 inh | Pol beta inh | Anesthetic bind | Pol eta inh | BLM inh
CCc1c(C(=O)O)[nH]c2ccc(Br)cc12 | -13.7% | 14.9% | 2.4% | -26.7% | 2.7% | 1.1% | -7.5% | -18.2% | 1.2%
Nc1ccc(S(=O)(=O)Nc2ccccn2)cc1 | -2.4% | -27.3% | 25.1µM*! | 19.8% | 7.1% | -4.5% | 34.4%[activator] | 1.3% | -2.5%
O=C(CSc1nc(O)c(-c2ccccc2)c(=O)[nH]1)N1CCOCC1 | -5.8% | 135.4%[activator] | -2.3% | ? | 6.3% | 17.3% | -0.3% | -12.9% | -2.7%
CCN1CCN(C(=O)c2ccc(COc3cccc(Cl)c3)o2)CC1 | 0.0% | 203.4%[activator] | ? | -9.7% | 8.2% | 24.0% | -15.4% | -18.8% | 3.7%
COc1ccc(C(=O)NC(=S)NNC(=O)c2ccc(O)cc2)cc1[N+](=O)[O-] | 2.4% | 26.1% | 31.6µM* | 5.8% | 67.1%[activator] | -1.0% | -8.9% | -19.5% | -1.5%
COc1ccccc1C(=O)NNC(=O)c1cccc([N+](=O)[O-])c1 | -12.2% | 165.1%[activator] | / | -9.1% | -1.9% | 6.6% | -7.1% | -4.7% | -7.3%
Cc1ccc(C)c(NC(=O)C2CCCN(S(=O)(=O)c3cccc4nsnc34)C2)c1 (stereo not drawn) | -9.4% | 24.7% | -6.8%[59 µM] | / | / | 9.7% | -5.9% | -21.3% | -2.2%
Cc1[nH]n(C(N)=S)c(=O)c1N=Nc1cc(-c2ccc(Br)cc2)[nH]n1 | -32.8% | ? | -48.5% | / | -9.1% | 6.8% | -3.2% | ? | -1.6%
COc1ccc(C(=O)OCCc2cc3ccccc3c(=O)o2)cc1 | 5.0% | 22.1% | 11.0%[0.501 µM] | 45.7%[activator] | 42.8% | / | / | -19.0% | /
C#C[C@]1(O)CC[C@@H]2[C@H]3CCC4=CCCC[C@@H]4[C@@H]3CC[C@@]21C | -9.2%[12 µM] | / | 20.5%[21.5 µM] | / | / | / | -10.4%[29.3 µM] | / | -15.3%[21.4 µM]
Cc1ccc(C(=O)c2oc3ccccc3c2NC(=O)COc2ccc(C(C)(C)C)cc2)cc1 | 8.3% | 18.9% | 13.5%[59 µM] | 1.3% | / | -4.8% | -1.6% | -1.3% | -6.1%
O=C(CSc1nn(-c2ccc(F)cc2)c(=S)s1)NC1CCS(=O)(=O)C1 (stereo not drawn) | 0.5% | 86.9%[activator] | ? | -5.6% | 3.0% | 34.3% | -6.1% | -9.9% | -2.4%
CSCCC(NC(=O)c1ccccc1)C(=O)NCc1ccco1 (stereo not drawn) | 1.5% | 2.9% | 13.9%[59 µM] | -2.5% | -2.2% | -1.5% | -8.1% | 1.6% | -0.1%
COc1ccccc1C(=O)Nc1cccc(C(=O)OCc2cc(=O)n3ccsc3n2)c1 | -7.6%[60.1 µM] | -10.4% | 0.8%[59 µM] | -3.3% | / | 2.9% | 44.2%[activator] | -24.7% | 2.2%
CCCn1c(N)c(NCCN2CCOCC2)c(=O)n(CC(=O)NCc2ccccc2)c1=O | 2.4% | 1.0% | 23.1% | -6.5% | 3.2% | 6.9% | 2.5% | -1.4% | 1.8%

smiles | Pol kappa inh | POLI inh | G9a block | BAZ2B inh | APEX1 inh | Pol beta inh | Anesthetic bind | Pol eta inh | BLM inh
CCCn1nc(C(=O)Nc2nc(-c3ccccn3)cs2)c2ccccc2c1=O | -7.5% | 6.4% | 44.1%[12.7 µM] | ? | 0.2% | / | / | 0.8% | /
COc1ccc(CCC(=O)Nc2nc3ccccc3[nH]2)cc1OC | -11.2% | 2.1% | -13.9% | 11.1% | -0.2% | -0.9% | 4.0% | -6.9% | -8.0%
Cc1cc(C)c(C)c(S(=O)(=O)N2CCN(C(=O)c3cc(S(=O)(=O)N4CCOCC4)ccc3F)CC2)c1C | -3.7% | 22.3% | / | / | -11.4% | / | / | -7.8% | /
CCn1c(CCc2ccccc2)nnc1SCC(N)=O | -8.2% | 6.3% | ? | -17.2% | 40.5% | 0.8% | -1.2% | -8.3% | -2.2%
CC(C)C(NC(=O)c1ccccc1F)C(=O)NCc1ccc(S(=O)(=O)N2CCOCC2)cc1 (stereo not drawn) | -5.5% | 33.5%[activator] | -7.9% | 10.5% | -9.2% | / | / | -9.7% | /
Cc1ccc(N2CC(C(=O)N/N=C/c3c(F)cccc3Cl)CC2=O)cc1 (stereo not drawn) | -1.4% | 17.3% | / | -1.6% | -4.5% | 34.4% | -6.0% | -4.7% | -4.8%
CCN1CCN(CCC(=O)Nc2ccc(Br)cc2)CC1 | -8.8% | -28.1% | -30.3% | 2.8% | 6.1% | 13.9% | -2.8% | -11.3% | 4.8%
CN(C(=O)CS(=O)(=O)c1cn(CC(=O)N2CCCCC2)c2ccccc12)c1ccccc1 | -13.3% | 17.2% | -3.0% | -17.5% | 22.3% | -3.6% | -14.7% | -24.5% | -1.2%
CCOC(=O)C1=C(C)N(C)C(=O)NC1c1c(O)ccc2ccccc12 (stereo not drawn) | 9.0% | -14.4% | -24.4% | -2.7% | 5.3% | -2.3% | -10.0% | -10.6% | -0.3%
CN(C)c1ncc2nc(-c3ccccc3)c(=O)n(C[C@H]3CCCO3)c2n1 | -3.0%[60.1 µM] | / | 8.7%[0.501 µM] | / | -4.3% | / | / | / | 0.3%
Cc1ccc(NC(=O)CN2C(=O)S/C(=C/c3ccncc3)C2=O)cc1 | -4.0% | 27.8% | -30.9% | ? | 2.7% | -5.9% | -10.1% | -1.8% | -8.7%
CCCCCc1c(O)nc(SCCN(CC)CC)[nH]c1=O | -3.2% | -7.1% | ? | -12.1% | 2.1% | 0.9% | -2.0% | 1.2% | 4.8%
CCN(CC1CCCO1)C(=O)CCc1nnc(CCc2ccccc2OC)o1 (stereo not drawn) | -5.9% | 24.6% | 39.2%[activator] | -0.3% | 6.5% | 0.5% | -6.1% | -15.9% | 1.1%
Nc1ccc(C(=O)NCCCCCCNC(=O)c2ccc(N)cc2)cc1 | -7.1% | 1.7% | -10.3% | -0.1% | -15.4% | 32.0% | -3.5% | 4.3% | -9.2%

Records listed above that bear a hit mark in BAZ2B inh.
molecule,Pol kappa inh,POLI inh,G9a block,BAZ2B inh,Pol beta inh,Pol eta inh,BLM inh
COc1ccc(N2CCN(C(=O)c3ccc4nc(N5CCCCC5)sc4c3)CC2)cc1,4.8%,8.1%,8.91µM*,39.8µM*,-4.2%,-22.3%,-0.5%

A portion of the library. The share of hits here may be higher or lower than overall.
